# B2AR arrestin ag – agonists recruiting beta-arrestin to human beta2-adrenergic receptor. P07550. HTLA Tango cells, beta-arrestin recruitment, luciferase luminescence, 18 h. Potency, µM (doses to about 46.1 µM), for inactives: top-dose activation, usual class: activators. 44,000 tested, under 10 active. AID 1347077;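 note: potency is the fitted concentration of half-maximal effect; 0% = DMSO and full agonism = EC100 isoproterenol or metaproterenol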
#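 Ligand-induced beta-arrestin recruitment to recombinant beta2-AR is measured via a tTA-driven luciferase reporter in Tango cells after 18 hr compound exposure at 37 degrees C. Concentrations span up to 46 microM.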
# NTMT1 inh – NTMT1 methyltransferase inhibition | NTMT1 MTase-Glo SAH luminescence, purified enzyme | Potency, µM (titrated, usually from 114 µM), for inactives: top-dose activity change, negative = inhibition, usual class: inhibitors | actives 2.5% (n = 59,000) | Q9BV86 | AID 1645870;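 note: potency is the fitted concentration of half-maximal effect; plate controls were DMSO vehicle for no effect and no enzyme for full effect; nearly all actives have a fitted effect of over 65% in size; many of its hits are not listed in these tables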
# GALK inh – inhibits human galactokinase; P51570; recombinant GALK, Kinase-Glo ATP luminescence, 1 h; Potency, µM (highest dose often 57.5 µM), without a hit: top-dose activity, negative = inhibition, hits mostly inhibitors; 44,000 tested, under 10 active; AID 1347072;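 note: plate controls were full GALK reaction for no effect and reaction lacking GALK for full effect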
# Target sequence (P51570 whole entry, looked up): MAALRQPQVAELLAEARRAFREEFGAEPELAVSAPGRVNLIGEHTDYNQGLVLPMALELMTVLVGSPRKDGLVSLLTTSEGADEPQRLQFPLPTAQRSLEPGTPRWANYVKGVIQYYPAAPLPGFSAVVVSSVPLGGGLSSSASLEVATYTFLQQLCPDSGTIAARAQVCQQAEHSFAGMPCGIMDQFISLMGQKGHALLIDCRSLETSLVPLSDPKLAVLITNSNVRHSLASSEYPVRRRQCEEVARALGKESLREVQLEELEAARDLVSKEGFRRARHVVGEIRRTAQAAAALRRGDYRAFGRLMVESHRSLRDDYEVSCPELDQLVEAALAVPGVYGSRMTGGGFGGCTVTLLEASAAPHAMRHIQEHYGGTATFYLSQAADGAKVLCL
#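 Luminescent ATP-depletion readout (Kinase-Glo Plus) after 1 h room-temperature incubation of human GALK (5 nM) with galactose 100 µM and ATP 35 µM, pH 8.0 HEPES/Mg2+ buffer; compounds tested in qHTS format.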
# FH mod – Identification of activators of human fumarate hydratase by quantitative high-throughput screening; actives 0.22% (n = 54,000); Potency, µM (doses to about 79.9 µM), for the others: at the top dose activity change, negative = inhibition, actives largely listed as inhibitors; FH coupled MDH/diaphorase resazurin fluorescence, 15 min; note: potency is the fitted concentration of half-maximal effect; % is set by controls: 0 for no effect and ±100 for the full control effect; the screen sought activators but most active calls are inhibition curves; nearly all actives have a fitted effect of over 45% in size
# Target sequence (P07954 whole entry, looked up): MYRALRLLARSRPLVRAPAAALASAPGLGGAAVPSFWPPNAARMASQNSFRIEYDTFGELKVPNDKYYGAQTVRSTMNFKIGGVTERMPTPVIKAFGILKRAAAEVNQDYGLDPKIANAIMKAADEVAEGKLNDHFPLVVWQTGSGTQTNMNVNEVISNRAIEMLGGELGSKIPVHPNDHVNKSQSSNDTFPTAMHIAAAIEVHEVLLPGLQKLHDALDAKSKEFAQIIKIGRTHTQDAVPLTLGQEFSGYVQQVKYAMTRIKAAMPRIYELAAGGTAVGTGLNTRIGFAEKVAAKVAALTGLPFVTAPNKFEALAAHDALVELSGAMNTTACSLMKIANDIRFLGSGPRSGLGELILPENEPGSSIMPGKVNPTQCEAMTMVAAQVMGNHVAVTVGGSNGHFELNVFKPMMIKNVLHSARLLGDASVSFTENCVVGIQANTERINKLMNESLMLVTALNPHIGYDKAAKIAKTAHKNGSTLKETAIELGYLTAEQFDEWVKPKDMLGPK
# p53null 32C tox – p53 null cell cytotoxicity, permissive temperature; actives 0.62% (n = 55,000); Potency, µM (titrated, usually from 46.1 µM), for the others: at the highest dose activity change, negative = cytotoxicity, usual class: cytotoxic; AID 903; H1299-neo p53 null cells, ATP luminescence, 24 h, 32C;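 note: potency is the fitted concentration of half-maximal effect; 0% = DMSO only and -100% = full killing by 100 µM tamoxifen; nearly all actives have a fitted effect of over 55% in size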
#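 Luminescent ATP readout gave cell viability of p53-null H1299-neo cells after a 24 h compound exposure at the permissive 32C. Titrations ran up to 46 uM, and AC50s were fitted with the standard Hill equation.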
# PTAP-TSG101 blk – TSG101-PTAP interaction inhibition, HIV-1 budding. Q99816. Fluorescence polarization, FITC-PTAP peptide/Tsg101, 20 min. Potency, µM (series often up to 115 µM), inactives show top-dose activity change, negative = inhibition, hits mostly inhibitors. 44,000 tested, under 10 active; note: potency is the fitted concentration of half-maximal effect; 0% is about no effect
#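 Read-out is FITC fluorescence polarization. Compounds were added to Tsg101 binding domain (10 uM final), then FITC-PTAP peptide (50 nM final), 20 min at r.t. Total S+P intensity flags fluorescent compounds.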
# p53null 39C tox – kills p53 null cells at the nonpermissive temperature | H1299 p53-null (neo) cells, 39C, ATPlite viability, 24 h | Potency, µM (doses to about 46.1 µM), for the others: at the top dose activity, negative = cell killing, most hits filed as cytotoxic | actives 0.97% (n = 55,000) | AID 904;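 note: potency is the fitted concentration of half-maximal effect; 0% = DMSO only and -100% = full killing by 100 µM tamoxifen; nearly all actives have a fitted effect of over 50% in size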
#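 Temperature-shift cytotoxicity format: compound titrations on p53-null or A138V-expressing H1299 cells held 24 hr at 39C, cell ATP then measured, AC50 from Hill model.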
# * hit, by the source's call; u = inconclusive; x = no result given; [ ] = another dose, or the depositor's remark. Calls come from the whole dose curve; as a rule, active = well fitted curve in the direction sought with a large enough effect; inconclusive = small, poorly fitted or top-dose-only effect, or another doubt; inactive = no such curve, though single readings can be large; an effect the other way counts as inactive or inconclusive.
# Values run as follows: NTMT1 inh | p53null 32C tox | FH mod | p53null 39C tox | B2AR arrestin ag | PTAP-TSG101 blk | GALK inh
> CCOc1ccc(NC(=O)CSc2nc3c([nH]c4ccccc43)c(=O)n2-c2cc(C)cc(C)c2)cc1
    2% | 3% | 5% | 28% | -1% | -1% | -5%
> CCOc1ccc(C(=O)Nc2cccc(-c3nc4cccnc4s3)c2C)cc1OCC
    -1% | 10% | u | -5% | -3% | -5% | -12%
> COc1ccc(C)cc1Nc1nc2c(S(=O)(=O)c3cccc(Cl)c3)nnn2c2ccsc12
    1% | 6% | 1% | 0% | 0% | -3% | 0%
> COc1ccc(-n2cc(C(=O)NCc3ccccc3)c3ccccc3c2=O)cc1
    2% | 2% | 11% | 227%[activator] | 0% | -3% | 3%
> CCCn1c(=N)c(C(=O)NCc2cccnc2)cc2c(=O)n3ccccc3nc21
    -9% | 4% | -14% | 15% | 0% | -2% | 3%
> CCCS(=O)(=O)c1c(S(=O)(=O)CCC)c2cc(C(C)(C)C)ccn2c1C(=O)c1ccc(C)cc1
    10% | -12% | -14% | -2% | 0% | -8% | 3%
> Cc1ccc(OCCSc2nc3ccccc3n2CC(=O)N2CCOCC2)cc1
    9% | -12% | -8% | 6% | -3% | 3% | 0%
> COCCNC(=O)c1ccc2nc(CCc3ccccc3)oc2c1
    89µM* | -2% | 1% | -5% | 0% | 0% | 2%
> CCOC(=O)c1cnc2c(OC)cccc2c1N1CCN(c2ccccc2F)CC1
    -5% | x | u | x | 1% | -8% | 8%
> Cc1nn(S(=O)(=O)c2ccc(Cl)cc2)c(C)c1S(=O)(=O)N1CCCCCC1
    4% | -4% | 2% | -17% | 0% | 1% | -1%
> O=C(NCc1ccc(Cl)cc1)c1cnc2sc(N3CCOCC3)nn2c1=O
    x | -1% | x | 8% | 0% | -5% | 2%
> O=C(c1ccccc1)N1CCCCC1CCN1CCCCC1 (configuration not stated)
    13% | 1% | 2% | -8% | 0% | 2% | 2%
> COc1ccccc1-c1cc(C(F)(F)F)nc(S(=O)(=O)CCCC(=O)Nc2cc(C)ccc2O)n1
    u | u | -24% | 22µM* | 0% | -6% | 4%
> Cc1ccc(C)c(NC(=O)Cn2c(=O)n(-c3ccc(CC(=O)NCC4CCCO4)cc3)c(=O)c3ccccc32)c1 (configuration not stated)
    -11% | 4% | 4% | 13% | 1% | 2% | 0%
> COc1ccc(CNC(=O)Cc2c(C)c3cc4c(C)coc4cc3oc2=O)cc1
    -4% | 1% | 11% | -9% | -2% | -1% | 0%
> COc1ccc(NC(=O)Cn2c(=O)n(Cc3ccco3)c(=O)c3oc4ccccc4c32)cc1Cl
    0% | -15% | -17% | -2% | 4% | -1% | 1%
> Cc1ccc(NC(=O)Nc2ccc3snnc3c2)cc1C
    0% | 0% | -3% | -22% | -4% | 3% | -3%
> Cc1cccc(-c2noc(CSc3nc(-c4ccc(F)cc4)cc(=O)[nH]3)n2)c1
    -1% | -2% | -29% | -22% | 0% | 2% | 2%
> O=C(Nc1ccc(F)cc1F)c1ccc(-n2cnnc2)cc1
    13% | -8% | -9% | 10% | 0% | -6% | 3%
> CCn1c(=O)cc(SCC(=O)Nc2cc(Cl)ccc2OC)c2ccccc21
    1% | 2% | -22% | 41%[activator] | 0% | -9% | 8%
> COc1ccccc1N1CCN(c2ncnc3c2nc2n3CCCC2)CC1
    u | u | -10% | -1% | -2% | -4% | -1%
> COc1ccc2oc(-c3cccc(NC(=O)c4ccc(C#N)cc4F)c3)nc2c1
    -11% | -27% | -3% | 12% | 0% | -3% | 9%
> Cc1ccc(NC(=O)CN2C(=O)COc3ccc(S(=O)(=O)N4CCCCC4)cc32)cc1Cl
    4% | 12% | -9% | -10% | 0% | -7% | 3%
> COc1ccc(N2CCN(S(=O)(=O)c3ccc(-c4coc(C)n4)cc3)CC2)cc1
    -22% | -7% | -3% | 2% | 0% | 0% | 1%
> Cc1ccc(C)c(CN2C(=O)c3ccccc3S(=O)c3ccc(C(=O)NCCC4=CCCCC4)cc32)c1 (configuration not stated)
    5% | -4% | -17% | 18% | -2% | -1% | 9%
> Cc1ccc2nc(-c3ccc(Cl)c(NC(=O)COc4ccc(C(C)C)cc4)c3)oc2c1
    6% | 1% | 7% | -32% | -2% | 7% | 8%
> CN1CCc2c(sc3c2C(=O)NC(c2ccc(C(C)(C)C)cc2)N3)C1 (configuration not stated)
    79µM* | -4% | -3% | 20% | 0% | -1% | 0%
> COc1ccccc1NC(=O)Cn1c(=O)n(-c2ccc(C)cc2)c(=O)c2ccc(C(=O)NCc3ccco3)cc21
    11% | -9% | 7% | -20% | 0% | 4% | -8%
> CN(C)c1ccc(CNC(=O)Cn2c(=O)oc3cc(S(=O)(=O)N4CCCCCC4)ccc32)cc1
    5% | 1% | -6% | 19% | -1% | 1% | 1%
> Cc1cccc(C(c2sc3nc(-c4ccco4)nn3c2O)N2CCN(Cc3ccccc3)CC2)c1 (configuration not stated)
    -2% | 31%[activator] | u | 3% | u | 3% | 3%
> Cc1cccc(-c2noc(CNC(=O)c3ccco3)n2)c1
    15% | 3% | -3% | 27% | 1% | 0% | -1%
> Cc1ccc(C)c(NC(=O)CSc2ncc3c(n2)-c2ccccc2N(Cc2ccccc2C)S3(=O)=O)c1
    4% | -6% | 4% | -12% | 2% | 0% | 1%
> CCc1nn(CCCC(=O)N2CCN(c3cc(Cl)ccc3C)CC2)c(=O)c2cc3occc3n12
    12% | 56%[activator] | -16% | -3% | -4% | -1% | -1%
> Cc1ccc(S(=O)(=O)c2cnc(SCC(=O)Nc3ccc4c(c3)OCCO4)[nH]c2=O)cc1Cl
    u | 0% | -22% | u | -1% | -4% | -4%
> Cc1cccc(Nc2nnc(-n3nc(C)cc3C)c3ccccc23)c1
    x | -25% | x | u | 1% | -1% | 3%
> O=C(Nc1nnc(C2CC(=O)N(c3ccc(Cl)cc3)C2)s1)c1ccco1 (configuration not stated)
    3% | -4% | 32% | 17% | -3% | 2% | 5%
> CCOC(=O)CNC(c1ccccc1)c1cc(Br)ccc1NC(=O)c1ccc(Cl)cc1 (configuration not stated)
    14% | -6% | -15% | -4% | 1% | -10% | 0%
> CCCNC(=O)c1ccc(-n2c(-c3ccccc3)cc3c2CCCCC3)cc1
    -3% | 11% | -12% | 64%[activator] | 4% | -2% | -12%
> CCN(CC)C(=O)CSc1nc(-c2ccc(C)cc2)nc2c1Cc1c(CO)cnc(C)c1O2
    17% | 0% | -22% | -4% | -1% | -11% | u
> CC(=O)c1c(C)oc2c1cc(NS(=O)(=O)c1ccc(Cl)c(C)c1)c1ccccc12
    -6% | -2% | -5% | -5% | -2% | 3% | 3%
> COc1ccc(OC)c(NC(=O)CN2CCCN(Cc3ccccc3Cl)S2(=O)=O)c1
    6% | 5% | u | 1% | 0% | 4% | -2%
> COc1ccc(OCC(=O)OCc2cc(=O)n3nc(C4CCCCC4)sc3n2)cc1
    4% | -4% | 8% | -13% | 2% | 2% | 4%
> COc1ccc(CNC(=O)c2ccc(NC(=O)N3CCSc4ccccc43)cc2)cc1
    -1% | 6% | -12% | u | -3% | -1% | u
> COc1ccc(-n2c(=O)c3c4c(sc3n(CC(=O)N3CCCCC3C)c2=O)CCC4)c(OC)c1 (configuration not stated)
    -2% | 3% | 0% | -27% | u | -4% | -4%
> Cc1ccc(NC(=O)Cn2nnc(-c3nc(-c4ccc(Cl)cc4)no3)c2N)cc1C
    1% | -1% | 2% | 2% | 0% | 0% | 0%
> COc1ccc(CNC(=O)CCNS(=O)(=O)c2ccc3c(c2)oc(=O)n3C)cc1
    8% | -12% | u | -22% | 1% | 0% | 6%
> Cc1ccc(N2CCN(C(=O)Nc3cn(CC(C)C)c(=O)c4ccccc34)CC2)c(C)c1
    -15% | 24% | -5% | 30% | 2% | -6% | 1%
> COC(=O)C1=C(C)N=C2SCCC(=O)N2C1c1ccc(OCc2ccccc2)c(OC)c1 (configuration not stated)
    3% | 3% | -11% | -11% | -1% | -1% | 0%
> CCN1C(C(=O)c2ccccc2)=C(OC(=O)c2ccccc2OC)c2ccccc2S1(=O)=O
    7% | u | -21% | 13µM* | 8% | -1% | 1%
> COc1cc(NC(=O)c2c(C)oc3c2C2=NCCN2C=N3)cc(OC)c1OC
    -5% | 5% | -5% | -17% | 0% | 1% | 1%
> O=C(C1CCCCC1)N(Cc1cccnc1)c1nc2ccc(Cl)cc2s1
    3% | -5% | -18% | 1% | -3% | -5% | -2%
> CCc1nn(CC(=O)NCCCOC)c(=O)c2cc3ccccc3n12
    2% | -1% | -3% | 7% | 0% | -7% | 7%
> Cn1c(=O)c2c(-c3ccccc3Br)n(CCc3ccccc3)cc2n(C)c1=O
    0% | 20% | 3% | 3% | -1% | -2% | 2%
> Cn1c(=O)c2sccc2n2c(CCC(=O)NCc3ccccc3Cl)nnc12
    -4% | -9% | 4% | 4% | 1% | -4% | 2%
> COc1ccc(C(=O)N2CCN(CCc3ccccn3)CC2)cc1
    12% | -1% | -44% | 5% | -4% | 0% | 3%
> O=C(CN1C(=O)CCn2nc(-c3ccccc3)cc21)NCc1ccc(F)cc1
    8% | 2% | 4% | -14% | 1% | -5% | 1%
> CSc1ncc2c(n1)-c1ccccc1N(Cc1ccc(F)cc1)S2(=O)=O
    13% | -16% | -28% | 11% | -1% | 2% | -2%
> CCOc1ccc(NC(=O)CC2C(=O)N(c3ccccc3)C(=O)N2C2CCCCC2)cc1 (configuration not stated)
    7% | -8% | -9% | -2% | 1% | -8% | -7%
> COC(=O)c1ccccc1NC(=O)Cn1c(=O)cc(-c2ccccc2)c2c(C)nn(C)c21
    4% | 0% | 1% | -13% | -1% | -2% | 2%
> Cc1ccc(-c2csc(=Nc3ccccc3)n2Cc2ccc3c(c2)OCO3)cc1C
    3% | 4%[9.22 µM] | -10% | -20% | 0% | -4% | 8%
> Cc1nn(C)c2c1c(C(F)(F)F)cc(=O)n2CC(=O)N1CCC(C)CC1
    -7% | -8% | -1% | -3% | 0% | -6% | -2%
> Cc1ccc(Cn2c(C(=O)O)c(CNC3CCCCCC3)c3ccc(C)cc32)cc1
    0% | 3% | -2% | -10% | -1% | -11% | -4%
> COc1cc(C(=O)Nc2ccc3oc(-c4ccc(C)c(Br)c4)nc3c2)cc(OC)c1OC
    3% | -9% | -28% | -18% | 0% | 1% | 2%

# One compound at a time, from the list above. Values in the order: NTMT1 inh | p53null 32C tox | FH mod | p53null 39C tox | B2AR arrestin ag | PTAP-TSG101 blk | GALK inh
# Entry for COc1ccccc1-c1cc(C(F)(F)F)nc(S(=O)(=O)CCCC(=O)Nc2cc(C)ccc2O)n1 = u | u | -24% | 22µM* | 0% | -6% | 4%
# Entry for O=C(Nc1nnc(C2CC(=O)N(c3ccc(Cl)cc3)C2)s1)c1ccco1 (configuration not stated) = 3% | -4% | 32% | 17% | -3% | 2% | 5%
# Entry for COc1ccc(-n2cc(C(=O)NCc3ccccc3)c3ccccc3c2=O)cc1 = 2% | 2% | 11% | 227%[activator] | 0% | -3% | 3%
# Entry for Cn1c(=O)c2sccc2n2c(CCC(=O)NCc3ccccc3Cl)nnc12 = -4% | -9% | 4% | 4% | 1% | -4% | 2%

# Only part of the results is shown, so the mix of outcomes need not match the whole.
